Screening data: PubChem BioAssay, Fisher Drug Discovery Resource Center
mcGAS RapidFire – inhibitors of Mus musculus cyclic GMP-AMP synthase, initial high-throughput assay, cell-free, RapidFire MS; recombinant mouse cGAS, cGAMP by RapidFire MS; inhibition, % at 12.5 µM; hit rate 0.18% among 130,000; AID 1259397, 2018;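 active = inhibition of cGAS enzyme activity at or above 60%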;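 note: enzyme stimulated by 45 bp dsDNA with ATP and GTP substrates; cGAMP share of summed cGAMP plus half ATP and half GTP signals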
Target sequence (Q8C6L5 whole entry, looked up): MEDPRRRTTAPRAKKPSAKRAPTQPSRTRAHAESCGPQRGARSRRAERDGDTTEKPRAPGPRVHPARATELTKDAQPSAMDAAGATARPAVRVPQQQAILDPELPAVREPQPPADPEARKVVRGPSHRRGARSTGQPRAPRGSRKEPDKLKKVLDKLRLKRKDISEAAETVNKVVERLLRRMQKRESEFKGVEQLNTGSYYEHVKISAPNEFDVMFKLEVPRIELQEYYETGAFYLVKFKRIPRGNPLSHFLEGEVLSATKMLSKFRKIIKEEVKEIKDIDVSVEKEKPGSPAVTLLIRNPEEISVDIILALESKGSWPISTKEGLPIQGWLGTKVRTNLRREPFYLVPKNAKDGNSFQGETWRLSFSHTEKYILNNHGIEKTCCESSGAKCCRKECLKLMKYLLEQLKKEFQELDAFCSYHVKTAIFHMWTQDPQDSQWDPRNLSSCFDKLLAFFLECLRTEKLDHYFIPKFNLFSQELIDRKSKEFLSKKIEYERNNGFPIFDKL
An asterisk follows results filed as active; & = joins results of further samples. The list is partial; count on the stated rates, not on these rows.

1. c1ccc(Cc2nc(-c3ccncc3)n[nH]2)cc1
- mcGAS RapidFire = -5

2. COc1ccc(CN(CCN(C)C)c2ccccn2)cc1
- mcGAS RapidFire = -3&1

3. COC(=O)c1cccnc1
- mcGAS RapidFire = -3

4. C/C=C\C1=C(C(=O)O)N2C(=O)C(NC(=O)C(N)c3ccc(O)cc3)C2SC1 (stereo unspecified)
- mcGAS RapidFire = -7

5. CC1(C)OC(=O)C(OCC2CC2)=C1c1ccc(S(C)(=O)=O)cc1
- mcGAS RapidFire = 5

6. CC(C)Cc1ccc(C(C)C(=O)O)cc1 (stereo unspecified)
- mcGAS RapidFire = 2&7

7. CC(=O)NCCCCCC(=O)O
- mcGAS RapidFire = 3

8. CN1CCC(=C2c3ccccc3CCc3sccc32)CC1
- mcGAS RapidFire = -9&-2&0

9. COC(=O)C1=CO[C@@H](O[C@@H]2O[C@H](CO)[C@@H](O)[C@H](O)[C@H]2O)[C@@H]2[C@@H](C)[C@@H](O)C[C@H]12
- mcGAS RapidFire = -5

10. CC[C@H](CO)Nc1nc(Nc2cccc(-c3ccccn3)c2)c2ncn(C(C)C)c2n1
- mcGAS RapidFire = 20

11. COc1ccc(/C=N\NC(=O)c2ccncc2)cc1OC
- mcGAS RapidFire = 5

12. N=C(N=C(N)N)N1CCOCC1
- mcGAS RapidFire = 0

13. CN(C)CCCN1c2ccccc2Sc2ccccc21
- mcGAS RapidFire = 1&1

14. Cc1coc2c1C(=O)C(=O)c1c-2ccc2c1CCCC2(C)C
- mcGAS RapidFire = -3

15. OC1(c2ccc(Cl)c(C(F)(F)F)c2)CCN(CCCC(c2ccc(F)cc2)c2ccc(F)cc2)CC1
- mcGAS RapidFire = -11

16. N=C1/C(=C\c2ccccc2)C(=O)N=C2SC=NN12
- mcGAS RapidFire = 47

17. O=C1N(c2ccccc2)c2ccccc2C1(Cc1ccncc1)Cc1ccncc1
- mcGAS RapidFire = 5

18. COc1cccc(CCc2ccccc2OCC(CN(C)C)OC(=O)CCC(=O)O)c1 (stereo unspecified)
- mcGAS RapidFire = -5

19. COc1ccccc1OCC(O)COC(N)=O (stereo unspecified)
- mcGAS RapidFire = -6&0

20. Cc1cc2c(s1)Nc1ccccc1N=C2N1CCN(C)CC1
- mcGAS RapidFire = -15&-8

21. C[C@]12CC3CC(N)(C1)C[C@@](C)(C3)C2
- mcGAS RapidFire = -6

22. CCC1C(=O)OCC1Cc1cncn1C (stereo unspecified)
- mcGAS RapidFire = -10&-2&11&13

23. O=S(=O)(O)c1ccc2nc(-c3ccccc3)[nH]c2c1
- mcGAS RapidFire = -7&6

24. CC(C)(CO)[C@@H](O)C(=O)NCCC(=O)O
- mcGAS RapidFire = 0

25. O=c1cc(-c2ccc(O)cc2)oc2cc(O)ccc12
- mcGAS RapidFire = 1

Additional structures follow:
No.	compound	mcGAS RapidFire
26	CC1=C(C(=O)O)N2C(=O)[C@@H](NC(=O)[C@H](N)c3ccc(O)cc3)[C@H]2SC1	-5
27	CCC[C@H](N[C@@H](C)C(=O)N1[C@H](C(=O)O)C[C@@H]2CCCC[C@@H]21)C(=O)OCC	-6&-2&0
28	C=CC1=C(C(=O)O)N2C(=O)[C@@H](NC(=O)C(=NO)c3csc(N)n3)[C@H]2SC1	-1
29	NC(=N/N=C\c1ccc(Cl)cc1)N/N=C\c1ccc(Cl)cc1	7
30	Nc1nccs1	-10
31	CCOC(=O)C1(CCOc2ccccc2)CCN(Cc2ccc(O)c(Cl)c2)CC1	-3
32	COc1ccc(-c2cc(=O)c3c(O)cc(O[C@@H]4O[C@H](CO[C@H]5O[C@H](C)[C@@H](O)[C@H](O)[C@@H]5O)[C@@H](O)[C@H](O)[C@H]4O)cc3o2)cc1O	-8
33	CCN(CC)CCOc1ccccc1C(=O)CCc1ccccc1	9
34	Cc1nnc(NS(=O)(=O)c2ccc(N)cc2)s1	11
35	NC(=O)n1c(O)c(C(=O)c2cccs2)c2cc(Cl)ccc21	70*
36	O=C1NCC2(CCN(CCc3ccccc3)CC2)O1	-8&-4
37	COc1cc2nc(N3CCN(C(=O)C4COc5ccccc5O4)CC3)nc(N)c2cc1OC (stereo unspecified)	-14&7
38	COc1nc(C)nc(Cl)c1NC1=NCCN1	-3&5
39	CC(=O)NC1C(Oc2ccc(C)cc2)OC(CO)C(O)C1O (stereo unspecified)	-7
40	NC(=O)NC(CCC(=O)O)C(=O)O (stereo unspecified)	-7
41	NS(=O)(=O)c1cc2c(cc1C(F)(F)F)NC(Cc1ccccc1)NS2(=O)=O (stereo unspecified)	-7&2
42	O=C(CCCl)NCCc1ccccc1	1
43	CCCOc1ccccc1-c1nc2n[nH]nc2c(=O)[nH]1	1&7
44	CC[C@]1(O)CC2CN(CCc3c([nH]c4ccccc34)[C@@](C(=O)OC)(c3cc4c(cc3OC)N(C)[C@H]3[C@@](O)(C(=O)OC)[C@H](OC(C)=O)[C@]5(CC)C=CCN6CC[C@]43[C@@H]65)C2)C1 (stereo partly specified)	1
45	COc1ccc(C(O)=CC(=O)c2ccc(C(C)(C)C)cc2)cc1	-4
46	CC(Oc1c(Cl)cccc1Cl)C1=NCCN1 (stereo unspecified)	-10&-8
47	C[C@H](CCC(=O)O)[C@H]1CC[C@H]2[C@@H]3[C@@H](O)C[C@@H]4C[C@H](O)CC[C@]4(C)[C@H]3CC[C@]12C	10
48	CCC(=O)O[C@]1(C(=O)SCF)[C@H](C)CC2C3CC(F)C4=CC(=O)C=C[C@]4(C)C3(F)[C@@H](O)C[C@@]21C (stereo partly specified)	-12
49	O=C(O)[C@@H]1[C@H]2C[C@H]3c4[nH]c5ccccc5c4CCN3C[C@@H]2CC[C@@H]1O	24
50	Cc1onc(-c2ccccc2Cl)c1C(=O)N[C@@H]1C(=O)N2[C@@H]1SC(C)(C)[C@@H]2C(=O)O	-8&-1
51	O=c1cc[nH]c(=O)[nH]1	9
52	c1ccc2c(CC3=NCCN3)cccc2c1	-9&-2&1
53	C/C=C/C=N\NC(=O)c1ccncc1	12
54	C[C@H]1COc2c(N3CCN(C)CC3)c(F)cc3c(=O)c(C(=O)O)cn1c23	-16&3
55	CCCOC(=O)c1ccccc1	0

Next section, overlapping the part above by five compounds.
No.	compound	mcGAS RapidFire
51	O=c1cc[nH]c(=O)[nH]1	9
52	c1ccc2c(CC3=NCCN3)cccc2c1	-9&-2&1
53	C/C=C/C=N\NC(=O)c1ccncc1	12
54	C[C@H]1COc2c(N3CCN(C)CC3)c(F)cc3c(=O)c(C(=O)O)cn1c23	-16&3
55	CCCOC(=O)c1ccccc1	0
56	Nc1ccc(C(=O)Nc2ccccc2N)cc1	14
57	O=C1NC(=S)SC1=C1OC(=O)c2ccccc21	3
58	CCNC(=O)/C=C/c1cccc(Br)c1	0
59	CC(=O)[C@H]1CC[C@H]2[C@@H]3C[C@H](C)C4=CC(=O)CC[C@]4(C)[C@H]3[C@@H](O)C[C@]12C	-15
60	CCN(CC)CCCCNc1ncc2cc(-c3c(Cl)cccc3Cl)c(NC(=O)NC(C)(C)C)nc2n1	-9

Among those listed so far, 16 have a carbonyl joined to an NH by a bond outside any ring:
No.	compound	mcGAS RapidFire
4	C/C=C\C1=C(C(=O)O)N2C(=O)C(NC(=O)C(N)c3ccc(O)cc3)C2SC1 (stereo unspecified)	-7
7	CC(=O)NCCCCCC(=O)O	3
11	COc1ccc(/C=N\NC(=O)c2ccncc2)cc1OC	5
19	COc1ccccc1OCC(O)COC(N)=O (stereo unspecified)	-6&0
24	CC(C)(CO)[C@@H](O)C(=O)NCCC(=O)O	0
26	CC1=C(C(=O)O)N2C(=O)[C@@H](NC(=O)[C@H](N)c3ccc(O)cc3)[C@H]2SC1	-5
28	C=CC1=C(C(=O)O)N2C(=O)[C@@H](NC(=O)C(=NO)c3csc(N)n3)[C@H]2SC1	-1
35	NC(=O)n1c(O)c(C(=O)c2cccs2)c2cc(Cl)ccc21	70*
39	CC(=O)NC1C(Oc2ccc(C)cc2)OC(CO)C(O)C1O (stereo unspecified)	-7
40	NC(=O)NC(CCC(=O)O)C(=O)O (stereo unspecified)	-7
42	O=C(CCCl)NCCc1ccccc1	1
50	Cc1onc(-c2ccccc2Cl)c1C(=O)N[C@@H]1C(=O)N2[C@@H]1SC(C)(C)[C@@H]2C(=O)O	-8&-1
53	C/C=C/C=N\NC(=O)c1ccncc1	12
56	Nc1ccc(C(=O)Nc2ccccc2N)cc1	14
58	CCNC(=O)/C=C/c1cccc(Br)c1	0
60	CCN(CC)CCCCNc1ncc2cc(-c3c(Cl)cccc3Cl)c(NC(=O)NC(C)(C)C)nc2n1	-9
